Bioassay records from PubChem BioAssay.
STK33 kinase inh – inhibitors of purified STK33 kinase, primary screen, biochemical, ADP-Glo luminescence, homogeneous, cell-free; Serine/threonine-protein kinase 33 (Homo sapiens), Q9BYT3; MBP phosphorylation; inhibition, % at 10 µM; 320,000 tested, 0.073% active;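 active = inhibition at or above 25%, using the most active replicate where run in duplicate; inactive = inhibition below 25%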
Target sequence (Q9BYT3 whole entry, looked up): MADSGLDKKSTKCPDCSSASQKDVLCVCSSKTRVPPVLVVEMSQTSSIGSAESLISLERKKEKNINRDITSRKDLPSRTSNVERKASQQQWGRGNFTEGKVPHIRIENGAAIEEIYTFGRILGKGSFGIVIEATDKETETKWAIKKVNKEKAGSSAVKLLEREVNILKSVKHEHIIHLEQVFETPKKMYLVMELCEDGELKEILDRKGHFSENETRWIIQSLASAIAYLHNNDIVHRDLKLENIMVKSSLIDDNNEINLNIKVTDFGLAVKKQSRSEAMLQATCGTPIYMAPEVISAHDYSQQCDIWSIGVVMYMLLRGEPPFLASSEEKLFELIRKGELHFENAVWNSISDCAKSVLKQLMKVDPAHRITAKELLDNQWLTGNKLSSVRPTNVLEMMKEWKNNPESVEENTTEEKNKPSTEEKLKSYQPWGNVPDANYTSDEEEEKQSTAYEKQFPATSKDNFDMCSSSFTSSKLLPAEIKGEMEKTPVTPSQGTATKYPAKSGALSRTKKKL
OX1R antag-1 – OX1R (HCRTR1) antagonists, primary screen, fluorescence, CHO/OX1R cells, Fluo-8 calcium, orexin A; Fluo-8 calcium fluorescence; inhibition, % at 5 µM; 330,000 tested, 0.43% active; AID 434989, 2010; Orexin/Hypocretin receptor type 1 (Homo sapiens), O43613;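 active = inhibition above its plate's threshold, mean inhibition of all tested compounds on the plate plus 3 SD, cut at about 37% in these data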;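 also: 0% = orexin A challenge wells and 100% = SB-334867-A antagonist wells; not every result past the cut was called active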
Target sequence (O43613 whole entry, looked up): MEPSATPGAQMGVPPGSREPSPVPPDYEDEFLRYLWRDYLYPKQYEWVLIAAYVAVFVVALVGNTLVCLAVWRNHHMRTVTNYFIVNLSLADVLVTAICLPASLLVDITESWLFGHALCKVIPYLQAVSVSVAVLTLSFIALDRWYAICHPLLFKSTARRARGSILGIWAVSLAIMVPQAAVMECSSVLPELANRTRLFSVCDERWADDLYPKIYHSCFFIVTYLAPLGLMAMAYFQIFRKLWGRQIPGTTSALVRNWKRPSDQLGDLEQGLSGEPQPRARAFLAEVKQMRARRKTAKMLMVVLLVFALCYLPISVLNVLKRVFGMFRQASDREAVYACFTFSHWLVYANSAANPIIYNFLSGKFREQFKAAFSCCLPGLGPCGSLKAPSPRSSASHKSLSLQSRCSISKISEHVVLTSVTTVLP
OX1R antag-2 – antagonists of human orexin 1 receptor (OX1R); AID 485270, 2010; OX1R-expressing cells, FRET antagonist read-out; 330,000 tested, 1.8% active; inhibition, % at 6.6 µM; Orexin/Hypocretin receptor type 1 (Homo sapiens), O43613; in the data active = inhibition mostly above about 38%, no sharp cut-off; inactive = mostly below about 40%;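 also: 0% = agonist challenge alone and 100% = reference antagonist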
Active calls of the source: *. Rows were taken by chance; about 2.2% have a hit in one of these screens.

mol	OX1R antag-1	OX1R antag-2	STK33 kinase inh
COc1ccccc1NC(=O)c1ccc(S(=O)(=O)N(C)c2ccccc2OC)cc1	-8	10	-1.6
NS(=O)(=O)c1ccc(NC(=S)NC2CC2)cc1	-1	7	-0.4
c1csc(-c2nnc3ccccn23)c1	-13	11	1.8
COc1cc(S(=O)(=O)NCc2ccccn2)ccc1Cl	-16	11	0.0
O=Cc1ccc(-c2ccccc2OC(F)(F)F)o1	-11	27	0.4
COc1ccccc1C(=O)N/C(=C\c1ccc2c(c1)OCO2)C(=O)NCCc1nc2ccccc2[nH]1	-28	17	3.1
CCN(Cc1ccncc1)C(=O)C(CO)c1ccccc1 (stereo not given)	4	9	-1.1
CC(=O)c1nn(-c2cccc(Br)c2)cc1C(=O)c1ccco1	-16	9	-1.0
O=S(=O)(N/N=C1\CC(c2ccccc2)Oc2ccccc21)c1ccccc1 (stereo not given)	-25	12	-1.3
COc1ccc(/C=N/NC(=O)c2ccc(COc3ccccc3Cl)o2)c(OC)c1C	-10	11	-0.4
O=C(NCc1ccccc1F)C1CCCN(C(=O)Nc2ccc(F)cc2)C1 (stereo not given)	-19	5	-1.9
O=C1/C(=C/c2ccccc2F)SC(=S)N1CCC(=O)N1CCCCC1CCO (stereo not given)	-20	12	-0.1
O=C1OCCC1Sc1nc2ccccc2c(=O)n1-c1ccc(F)cc1 (stereo not given)	-6	11	-1.8
CCCCCC(=O)Nc1ccccc1N1CCOCC1	-23	4	-0.9
COC(=O)COc1ccc(Oc2nc(SC)nc(N(C)C)n2)nn1	-3	17	0.5

4 records picked at random from the list so far, as already listed:
mol	OX1R antag-1	OX1R antag-2	STK33 kinase inh
CCN(Cc1ccncc1)C(=O)C(CO)c1ccccc1 (stereo not given)	4	9	-1.1
COc1ccc(/C=N/NC(=O)c2ccc(COc3ccccc3Cl)o2)c(OC)c1C	-10	11	-0.4
O=C1OCCC1Sc1nc2ccccc2c(=O)n1-c1ccc(F)cc1 (stereo not given)	-6	11	-1.8
COc1ccccc1C(=O)N/C(=C\c1ccc2c(c1)OCO2)C(=O)NCCc1nc2ccccc2[nH]1	-28	17	3.1

(list continues)
mol	OX1R antag-1	OX1R antag-2	STK33 kinase inh
Fc1ccc(Oc2ccc3nnc(C(F)(F)F)n3n2)cc1	-11	6	-2.7
Cc1c(N=Cc2ccc(-c3ccc(Cl)cc3)o2)c(=O)n(-c2ccccc2)n1C	-27	15	-0.4
Cc1ccccc1C(=O)N1CCC(C(=O)NCCc2ccc(S(N)(=O)=O)cc2)CC1	-8	19	-0.8
CCCN1C(=O)C(NC(C)=O)c2cc(OC)ccc21 (stereo not given)	-8	12	1.5
COc1ccc(C(C(=O)NC2CCCC2)N(C(=O)CNC(=O)c2ccco2)c2cccnc2)cc1 (stereo not given)	-28	8	-1.5
CCCOc1ccc(Cl)cc1CN1CCOCC1	-9	10	-0.8
Cc1cc2ncn(S(=O)(=O)N3CCOCC3)c2cc1C	0	9	3.6
CCCC(CNC(=O)COC(=O)C1=NNC(=O)CC1)c1ccc(Cl)cc1Cl (stereo not given)	-14	9	-0.4
O=C(Cn1cnc2c(nnn2Cc2ccc(F)cc2)c1=O)OCc1ccccc1	8	8	0.2
Cc1ccc(C(=O)OCC(=O)N(C)C2CCS(=O)(=O)C2)cc1[N+](=O)[O-] (stereo not given)	-10	24	0.9
CCCS(=O)(=O)Nc1cccc(-c2ccc3nnc(C)n3n2)c1	-1	18	-1.6
COc1ccc(Cn2c(=O)cc(N)n(-c3ccccc3C)c2=O)cc1	-31	4	-1.1
C=CC[C@@H](Cc1ccc(F)cc1)C(=O)OC[C@H]1CCCN1C(=O)[C@@H](CC=C)CC(=O)N[C@H](CO)Cc1ccccc1	27	-3	-1.3
CC1CCN(C(=O)COC(=O)C(C)N2C(=O)c3ccccc3C2=O)CC1 (stereo not given)	-15	-2	-0.8
COc1ccc(N2CCN(C(=O)NCc3ccc(OC)c(Cl)c3)CC2)cc1	-18	11	-0.9

More entries:
mol	OX1R antag-1	OX1R antag-2	STK33 kinase inh
CCN1CCN(c2nc(C)c3c(n2)CCCC3=O)CC1	-3	15	-2.0
COCCCNc1nc2ccccc2nc1NS(=O)(=O)c1ccc(F)cc1	-20	1	-0.6
Cc1sc2c(c1C)c(=O)n(-c1cccc(C(F)(F)F)c1)c(=O)n2CC(=O)NCc1ccco1	1	10	0.1
N/C(=N\OC(=O)c1ccc([N+](=O)[O-])cc1)c1ccc(Br)cc1	5	1	0.8
CSCCC(NS(=O)(=O)c1ccc(C)c(C(=O)O)c1)C(=O)O (stereo not given)	-12	31	0.0
COc1ccc(NC(=O)COC(=O)c2ccc3c(c2)OCO3)c(OC)c1	-11	6	-1.5
CCOC(=O)c1[nH]ncc1[C@@H]1C[C@H]2CN(Cc3cccc(Cl)c3)C(=O)[C@]23CCCN13	-13	9	-0.2
CCOC(=O)C1CCCN(c2c(NCCc3ccc(C)cc3)c(=O)c2=O)C1 (stereo not given)	-19	6	0.2
N#CC1=C(N)OC2=C(C(=O)CCC2)C12C(=O)N1CCCc3cccc2c31 (stereo not given)	-2	16	-0.9
COCCNC(=S)N(CCc1c(C)[nH]c2ccc(Cl)cc12)Cc1cccnc1	16	31	-0.8
O=C(Cn1nnc2ccccc2c1=O)NCCc1ccccc1	-8	10	-2.7
O=C(NNC(=O)c1ccc([N+](=O)[O-])cc1)NC1CCCCC1	-9	45	-0.9
O=C(Nc1ccc(C(=O)O)cc1)/C(=C\C=C\c1ccccc1)NC(=O)c1ccccc1Cl	1	32	-1.8
CN(Cc1cnn(C)c1)S(=O)(=O)c1cccc([N+](=O)[O-])c1	-4	34	-0.7
COc1ccccc1N1CCN(C(=O)CSc2nnc3c4ccccc4n(CC(=O)O)c3n2)CC1	-16	57	0.8

Going on with the list.
mol	OX1R antag-1	OX1R antag-2	STK33 kinase inh
c1ccc(Nc2nnc(-c3cccnc3)s2)cc1	-20	3	-0.7
CC(=O)Oc1ccc2c(=O)c(N3C(=O)c4ccccc4C3=O)c(C)oc2c1C	-14	23	-2.2
CCCn1c(Nc2cccc(OC)c2)nc2ccccc21	-24	14	-1.6
COc1ccc(-c2cc(C(=O)NCCCN3CCCC3=O)c3ccccc3n2)cc1	-24	25	-0.9
CN(C)S(=O)(=O)c1ccc(C(=O)Nc2nc3ccccc3[nH]2)cc1	-14	11	0.0
CCC(C(=O)OC(C)C)c1ccc2ccccc2c1 (stereo not given)	-5	2	-1.3
CCCN(CC(=O)Nc1cc(Cl)ccc1Cl)C(=O)c1ccc2n[nH]nc2c1	-26	1	3.7
COCCCN(C(=S)Nc1c(C)cc(C)cc1C)C(C)c1ccncc1 (stereo not given)	-19	15	-0.6
O=C(NC(=S)Nc1ccccn1)c1cncc(Br)c1	-16	9	-1.2
COc1ccc2cc3cc(C(=O)N4CC(C)CC(C)C4)oc3nc2c1 (stereo not given)	-26	0	1.5
CCOC(=O)Cn1c(=O)n(Cc2ccccc2)c(=O)c2cccnc21	0	-1	0.0
CN(Cc1cccnc1)Cc1cn[nH]c1-c1ccc(-c2ccccc2)cc1	-20	14	-1.9
COc1cc(/C=C/C(=O)OCC(=O)NCc2ccco2)ccc1O	-16	12	-0.2
CCN(Cc1ccncc1)C(=O)CCc1nnc(CCc2ccccc2OC)o1	-6	8	-0.5
O=[N+]([O-])c1ccc(/C=N/Nc2nc(NCc3ccccc3)nc(N3CCOCC3)n2)cc1	-13	25	-6.3

More records.
mol	OX1R antag-1	OX1R antag-2	STK33 kinase inh
COC(=O)c1sc2nc(C)nc(SCC(=O)C(C)(C)C)c2c1C	-29	44	-0.2
O=C(COC(=O)/C=C/c1cccs1)Nc1ccc2ccccc2c1	-13	8	0.2
COc1cccc(CNC(=O)CSC(=S)N2CCCC2)c1	-11	19	7.9
Cc1sc2ncnc(N/N=C/c3cccc(O)c3)c2c1C	-8	9	28*
C(=N\Nc1nc2ccccc2s1)/c1ccccn1	-3	60*	2.5
CCN1C(=O)[C@H]2[C@@H](c3ccc(C)cc3)N3C(=O)N(c4ccc(C)cc4)C(=O)[C@@]3(CC)[C@H]2C1=O	-22	16	-0.1
CCn1cc(Cl)c(C(=O)NNC(=O)CCn2ccc([N+](=O)[O-])n2)n1	-8	21	1.0
CN1CCN(c2ccc(NC(=O)CSc3ccccc3)cc2F)CC1	-1	1	0.1
COc1ccc(S(=O)(=O)N2CCOCC2)cc1NC(=O)Cc1c(F)cccc1Cl	-16	1	-0.7
O=S(=O)(c1ccc(F)cc1)n1cnc2ccccc21	-25	-5	2.6
CC(C)CN(C(=O)COC(=O)COc1ccc2c(c1)CCC2)c1c(N)n(Cc2ccccc2)c(=O)[nH]c1=O	-19	18	-0.4
CCc1nn2c(=O)c(S(=O)(=O)Nc3ccc(C(C)C)cc3)c(C)nc2s1	-26	13	-0.3
COc1ccc(/C=N/NC(=O)c2nc(-c3ccccc3)n(-c3ccccc3)n2)cc1OC	9	47	-0.5
CCn1c(SCC(=O)Nc2nonc2C)nnc1-c1ccco1	-35	11	-2.2
Cc1cccc(/C=C/c2nc3ccccc3c(=O)n2Cc2ccccc2)c1	-58	15	0.1

By substructure, the compounds so far with an NH in an aromatic ring
mol	OX1R antag-1	OX1R antag-2	STK33 kinase inh
COc1ccccc1C(=O)N/C(=C\c1ccc2c(c1)OCO2)C(=O)NCCc1nc2ccccc2[nH]1	-28	17	3.1
CCOC(=O)c1[nH]ncc1[C@@H]1C[C@H]2CN(Cc3cccc(Cl)c3)C(=O)[C@]23CCCN13	-13	9	-0.2
COCCNC(=S)N(CCc1c(C)[nH]c2ccc(Cl)cc12)Cc1cccnc1	16	31	-0.8
CN(C)S(=O)(=O)c1ccc(C(=O)Nc2nc3ccccc3[nH]2)cc1	-14	11	0.0
CCCN(CC(=O)Nc1cc(Cl)ccc1Cl)C(=O)c1ccc2n[nH]nc2c1	-26	1	3.7
CN(Cc1cccnc1)Cc1cn[nH]c1-c1ccc(-c2ccccc2)cc1	-20	14	-1.9
CC(C)CN(C(=O)COC(=O)COc1ccc2c(c1)CCC2)c1c(N)n(Cc2ccccc2)c(=O)[nH]c1=O	-19	18	-0.4

Further results follow:
mol	OX1R antag-1	OX1R antag-2	STK33 kinase inh
COc1cccc(-c2cc(C(F)(F)F)nc(-n3cccn3)n2)c1	-28	27	0.3
Cc1cc(C(=O)NCCN2CCCCC2C)n(-c2ccccc2)n1 (stereo not given)	-35	17	0.5
NC1=C([N+](=O)[O-])C(c2ccc(F)cc2)C2=C(CCCC2=O)O1 (stereo not given)	-4	20	-0.9
Clc1ccccc1Cn1nnc2c(N3CCCC3)ncnc21	-26	13	-0.7
CC(C)(CO)CNC(=O)CCc1nnc(Cc2ccc(-c3ccccc3)cc2)o1	-14	7	-0.7
C=CCNC(=S)N1CCN(c2ncc(C(F)(F)F)cc2Cl)CC1	0	3	-1.2
Cc1ccc(NC(=O)c2ccc3c(c2)NC(=O)CS3)nc1	-10	0	0.0
O=C(CSc1nc(O)cc(=O)[nH]1)Nc1ccc2c(c1)CCC2	0	2	-1.1
COC(=O)CCc1nc2ccccc2[nH]c1=O	0	14	-1.0
Cc1ccc(S(=O)(=O)CC(=O)Nc2nccs2)cc1	-7	14	-1.0
CC#CCN1c2ccccc2[C@]23C[C@@H](C(=O)OC)N(C(=O)c4cc(C)oc4C)C2=NC(C(=O)OC)=C(C(=O)OC)[C@H]13	-35	22	0.0
Cc1ccc(-n2c(Cl)c(Cl)[nH]c(=O)c2=O)cc1	-14	13	-1.1
COc1ccc([N+](=O)[O-])cc1-c1nc2ccccc2nc1-c1ccccc1	-26	11	-1.9
Clc1ccc(-n2nnnc2CN2CCCCC2)cc1Cl	-13	4	1.0
COc1ccc(NC(=O)CN2CCCCCC2)cc1OC	-10	3	-0.8

Next section.
mol	OX1R antag-1	OX1R antag-2	STK33 kinase inh
Cc1cc(N2CC34C=CC(O3)C(C(=O)O)C4C2=O)no1 (stereo not given)	9	26	-3.1
CN(C)/C=C/C(=O)c1ccccc1F	-16	13	-2.5
CCC1COCCS(=O)(=O)N1Cc1ccc(C)cc1 (stereo not given)	-22	32	1.6
COc1ccc(CN2CCN(C(=O)CC(C)C)CC2)c(OC)c1OC	-7	3	-0.9
CCOC(=O)C1CCN(S(=O)(=O)c2ccc(OC)c(Cl)c2Cl)CC1	-12	9	1.5
O=C(O)C(Sc1ccncn1)c1ccccc1 (stereo not given)	-15	14	0.2
CCCNC(=O)Cn1nc(C(F)(F)F)cc1C	0	16	1.9
Cc1ccccc1-n1c(SCC(=O)N/N=C/c2sccc2C)nc2ccccc2c1=O	-28	35	-1.0
O=C(c1ccccc1Cc1ccccc1)N1CCN(S(=O)(=O)c2ccccc2)CC1	-14	12	-0.4
CC(=O)c1ccccc1NC(=O)CSc1nnc2ccccn12	-7	7	-1.0
COc1ccccc1NC(C)=O	-4	8	-3.2
CC(=O)NC(=O)Nc1sc(=S)n(C)c1C	3	19	-0.3
CCOC(=O)c1c(CN2CCN(c3ccccc3)CC2)oc2ccc(O)cc12	-29	10	-0.2
COc1ccc(/C=C/C(=O)c2cc(Br)ccc2O)cc1OC	-30	-1	-0.1
Cc1ccc(C(C(=O)NCc2ccccc2)N(Cc2cccs2)C(=O)c2ccc3c(c2)OCCO3)cc1 (stereo not given)	13	58*	0.8
COc1cc(NCC(=O)Nc2cccc(S(=O)(=O)N3CCCCC3)c2)cc(OC)c1OC	-3	-1	-0.6
